Screening results from PubChem BioAssay.
esBAF inh: blocks esBAF chromatin remodeling in mouse ES cells; 350,000 compounds, 2% hits; Bmi1-luciferase knock-in reporter, 24 h; 100% = twice the neutral-well signal; reporter increase, % at 12.5 µM; in the data active = activation above about 40%; inconclusive = no clear call, values can overlap the other calls;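 note: 0% = median of the plate's neutral control wells and 100% = double that signal; a rise in the Bmi1 reporter signal indicates esBAF inhibition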
SIRT5 block: inhibitors of human sirtuin-5 desuccinylase; AID 652115; inhibition, % at 15 µM; Purified SirT5, succinyl-peptide AMC, trypsin-coupled fluorescence; 330,000 compounds, 1.1% hits; in the data active = inhibition above about 15%; inconclusive = no clear call, values can overlap the other calls
Target sequence (Q9NXA8 whole entry, looked up): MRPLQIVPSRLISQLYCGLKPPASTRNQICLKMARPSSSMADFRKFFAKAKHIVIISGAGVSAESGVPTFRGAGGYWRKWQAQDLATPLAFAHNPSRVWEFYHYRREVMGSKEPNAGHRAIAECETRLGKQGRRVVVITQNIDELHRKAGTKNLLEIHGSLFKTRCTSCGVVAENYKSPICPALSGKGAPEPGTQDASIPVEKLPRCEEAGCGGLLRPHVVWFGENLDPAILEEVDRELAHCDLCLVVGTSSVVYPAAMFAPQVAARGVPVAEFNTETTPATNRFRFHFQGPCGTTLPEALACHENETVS
Cneo AK release: causes C. neoformans cell lysis | lysis activity, % at 15 µM | adenylate kinase release luminescence, 4 h; normalised: neutral wells 0, clomiphene wells 100 | 360,000 compounds, 0.2% hits | AID 651654;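 active = mean lysis activity across replicates of at least 80%, whatever share of replicates individually reach that level; inactive = mean lysis activity below 80%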
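Test system: log-phase Cryptococcus neoformans yeast cells; Quantity: yeast cell density of 5 × 10^6 cells/mL; Buffer or medium: YPD; Doses: single compound concentration per well; Timing: 4 h at 37 °C static, read 1 h later; Measured by: AK luminescence; Read-out basis: lysis from increased AK signal; Control set: Clomiphene as positive control.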
ERp5 block: blocks human ERp5 reductase activity on insulin | ERp5 insulin aggregation, absorbance 650 nm, 90 min | inhibition, % at 9.99 µM | 350,000 compounds, 0.05% hits;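 active = mean replicate inhibition above about 25%, with every replicate also reaching it, limit read from the data, passing the limit was not always enough; inconclusive = only one of those two criteria met; inactive = neither criterion met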
Target sequence (Q15084 whole entry, looked up): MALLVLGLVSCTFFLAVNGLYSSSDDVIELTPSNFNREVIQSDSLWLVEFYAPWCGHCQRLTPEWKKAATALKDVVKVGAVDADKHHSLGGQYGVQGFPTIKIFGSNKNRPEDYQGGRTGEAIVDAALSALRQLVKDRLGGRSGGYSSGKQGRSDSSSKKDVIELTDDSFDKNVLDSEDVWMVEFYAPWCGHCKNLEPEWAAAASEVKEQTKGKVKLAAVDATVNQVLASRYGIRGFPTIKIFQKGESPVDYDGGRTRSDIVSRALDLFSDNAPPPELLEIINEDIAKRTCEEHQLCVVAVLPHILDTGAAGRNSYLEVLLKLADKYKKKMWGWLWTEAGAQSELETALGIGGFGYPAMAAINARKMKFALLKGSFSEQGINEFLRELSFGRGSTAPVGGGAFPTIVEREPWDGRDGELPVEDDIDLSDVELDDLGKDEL
miR-122 sensor: inhibitors of miR-122 in Huh7 cells; Huh7 miR-122 Renilla luciferase sensor, 48 h; neutral wells = 0, positive control = 100; activation (reporter increase), % at 12.5 µM; 340,000 compounds, 0.3% hits; AID 602342;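 active = mean replicate activation score at least 90 and every replicate individually at or above 90; inconclusive = only one of the two criteria met; inactive = neither criterion met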;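 note: higher luciferase means less miR-122 activity so hits act as miR-122 inhibitors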
C2C12 statin: protects C2C12 myotubes from simvastatin toxicity; AID 602340; rescue of ATP level, % at 7.49 µM; ATP luminescence, 48 h; scaled: DMSO 0, geranylgeraniol control 100; 330,000 compounds, 0.78% hits;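 active = mean ATP rescue above about 67%, or every replicate alone reaching that limit, limit read from the data, passing the limit was not always enough; inconclusive = no clear call, values can overlap the other calls; inactive = mean under the limit and some replicate under it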;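 note: myotubes were challenged with 10 µM simvastatin during compound exposure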
ARNT TACC3 PPI: disruptors of human ARNT/TACC3 interaction. AID 623870. 390,000 compounds, 0.66% hits. Q9Y6A5. inhibition, % at 9.99 µM. AlphaScreen His-ARNT PAS-B/GST-TACC3 binding, luminescence; TACC3 fragment carries E629A point mutation;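 active = mean inhibition of replicates at least 50% and at least half of replicates each reaching 50%; inconclusive = half or more replicates reach 50% but mean below 50%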;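 note: 0% = complete ARNT plus TACC3 wells and 100% = ARNT alone without TACC3; many hits fall short of the cut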
* = called active by the depositor; ? = inconclusive; / = no result given; & = joins results of further samples; [ ] = another dose, or the depositor's remark.

entry	compound	esBAF inh	SIRT5 block	Cneo AK release	ERp5 block	miR-122 sensor	C2C12 statin	ARNT TACC3 PPI
1	CCOC(=O)N1CCC(NC(=O)CSCc2nc(-c3ccc(C)cc3)oc2C)CC1	-2	0	4	-1	-8	7	-3
2	O=C(C[C@@H]1CC[C@H]2[C@@H](COC[C@@H](O)CN2C(=O)Nc2ccc(C(F)(F)F)cc2)O1)NCCc1ccncc1	-3	-1	0	3	-6[16.7 µM]	-32	-3
3	CC(=O)c1cc2c(cc1NC(=O)c1ccc(C)cc1)OCCO2	12	-3	-1	0	/	-14	-8
4	CO[C@@H]1CN(C)C(=O)c2cc(NC(=O)Nc3cccc(Cl)c3)ccc2OC[C@@H](C)N(C)C[C@@H]1C	-2	-3	-2	2	-2[16.7 µM]	-63	-6
5	CCC(C)(C)NC(=O)C(c1ccncc1)N(C(=O)Cn1nnc2ccccc21)c1cc2c(cc1C(C)=O)OCO2 (stereo not drawn)	-1	0	-1	-2	0	-5	-3
6	Cc1ccc(C)c(N2C(=O)c3cc(N4CCOCC4)c([N+](=O)[O-])cc3C2=O)c1	5	-3	-1	1	1	14	10
7	Cc1ccc(-n2nc3ccc(NC(=O)C(C)C)cc3n2)cc1	100*	-1	1	-2	6	-2	-5
8	Cc1ccc(CNC(=O)C2CCC(=O)N2Cc2ccc(F)cc2)cc1 (stereo not drawn)	-4	-1	0	1	/	-2	-8
9	CC(C)(C)OC(=O)NC1CONC1=O (stereo not drawn)	-4	0	0	1	-7	2	/
10	O=S(=O)(N[C@H]1CC[C@H](CCn2cc(-c3cccc(F)c3)nn2)O[C@@H]1CO)c1ccc(Cl)cc1	-12	2	15	11	/	45	-13
11	Cc1c(NS(=O)(=O)c2ccc(C(=O)NCc3ccccc3)cc2)c(=O)n(-c2ccccc2)n1C	-11	-4	0	-3	-5	1	-2
12	CCCOc1ccc(C(=O)Nc2ccccc2[N+](=O)[O-])cc1	64*	/	-2	/	-5	-15	-3
13	CC(=O)Oc1ccccc1C(=O)OCO/N=[N+](\[O-])N1CCC[C@H]1C(=O)O	/	-21	-2	3	/	/	-9
14	CC(C)(C)Nc1nc(Cl)nc(Nc2ccccc2)n1	59*	4	-2	1	-3	-9	1
15	COc1ccc(C#Cc2ccc3c(c2)[C@H]2[C@H](CCN2C(=O)C2CCCCC2)[C@@H](CO)N3)cc1	3	5	0	-4	-2[16.7 µM]	-1	17
16	COc1cc([N+](=O)[O-])ccc1NC(=O)Nc1ccc2c(c1)OCCO2	/	5	/	1	/	/	9
17	OCC1(Cc2ccccc2C(F)(F)F)CCN(Cc2ccccc2)CC1	/	4	/	4	/	/	-3
18	COc1ccc(S(=O)(=O)Nc2cccc3c2O[C@@H](CN(C)Cc2ccncc2)[C@H](C)CN([C@@H](C)CO)C3=O)cc1	-2	-6	0	-8	-4[16.7 µM]	3	1
19	CCc1ccccc1NC(=O)CC(O)(C(=O)OC)C(F)(F)F (stereo not drawn)	-1	/	/	/	5	5	-1
20	CC(C)=NOc1nc(NC(=O)NS(=O)(=O)c2ccccc2Cl)nc(N(C)C)n1	-6	0	1	1	1	-2	-13
21	NC(=O)CSc1ncnc2c1oc1ccccc12	8	-1	0	5	-4	4	5
22	COc1cccc(CN(C)C(=O)CSCC(=O)Nc2cccc(C)c2)c1OC	-2	-2	-3	-26	0	9	-3
23	COC(=O)Cn1c(CN(C)Cc2ccccc2)nc2c1c(=O)n(C)c(=O)n2C	-2	-4	-3	1	/	-1	-11
24	CCc1nc2ccccc2c(C(=O)Nc2ccc(C)cc2)c1C	-5	-1	-1	0	-2	5	-3
25	O=c1oc2ccccc2c(NC2CCCCC2)c1NS(=O)(=O)c1ccc(F)cc1	-4	0	4	0	5	-2	-1
26	COc1cc(OC)cc(-c2c(C#Cc3ccsc3)c3cc(-c4ccc(CN5CCOCC5)cc4)ccc3n2C)c1	-8	-8	7	7	-3	4	-9
27	NS(=O)(=O)c1cccc(NC(=O)CSc2n[nH]c(-c3ccccc3Br)n2)c1	-7	-2	0	1	-5	-3	2
28	CN1CCN(S(=O)(=O)c2cccc(C(=O)N3CCc4ccccc43)c2)CC1	2	3	-2	5	2	2	3
29	O=C(C[C@H]1CC[C@H]2[C@@H](COC[C@H](O)CN2Cc2ccc(F)cc2)O1)NCc1ccccc1Cl	2	-5	-3	-3	-14[16.7 µM]	-7	4
30	O=C(O)C1CCCCC1C(=O)NCCc1ccc(F)cc1 (stereo not drawn)	/	-4	/	9	/	/	-8
31	COc1cc(-c2nnn(CC(=O)N3CCOCC3)n2)cc(OC)c1OC	/	/	3	/	1	/	-3
32	Cc1ccc(C(=O)NCCCNc2ccccc2[N+](=O)[O-])cc1	/	1	/	3	/	/	-3
33	C[C@@H]1CN([C@@H](C)CO)C(=O)c2cc(-c3ccccc3)cnc2O[C@@H]1CN(C)C(=O)Nc1ccccc1	0	/	1	/	-5[16.7 µM]	34	8
34	C[C@H](O)[C@@H]1C(=O)N2CCc3ccc(N4CCN(C)CC4)cc3[C@@H]2C[C@@H]1N(C)C(=O)c1cccnc1	-2	-3	1	15	3	-1	/
35	CN1C(=O)c2cc(NC(=O)Nc3cccc(Cl)c3)ccc2OC[C@H]2O[C@H](CC(=O)O)CC[C@H]21	0	0	34	1	-5[16.7 µM]	11	-14
36	COc1ccc(CC(=O)NNC(=O)COc2ccc(F)cc2)cc1S(=O)(=O)N1CCOCC1	0	-1	2	0	0	3	-7
37	Cc1cc(C)n(-c2ccc(C(=O)NCc3ccc4c(c3)OCO4)cc2)n1	13	/	-2	/	6	1	-5
38	Cc1noc(C)c1NC(=O)Nc1cccc2c1O[C@H](CN(C)C)[C@@H](C)CN([C@H](C)CO)C2=O	0	0	3	9	8[16.7 µM]	-1	2
39	C#CCn1cnc2c(cnn2-c2ccc(C)c(C)c2)c1=O	66*	/	-2	/	-4	8	-12
40	COc1cc(CNc2ccc(N3CCN(C(C)=O)CC3)cc2)ccc1OCc1ccc(F)cc1	58*	-2	/	1	2	-6	29
41	O=C(Nc1ccccc1)Nc1cccc(-c2nnco2)c1	23	1	-6	1	12	-7	-4
42	Cc1cc(-c2nnc(CCC(=O)N3CCN(Cc4cccnc4)CC3)o2)c(C)o1	0	6	1	0	-5	-6	0
43	CCOc1ccc(NC(=O)CCN2CCN(S(=O)(=O)c3ccc(OC)cc3)CC2)cc1	4	/	1	/	-2	23	9
44	Cn1ncc([N+](=O)[O-])c1C(=O)Nc1ccccc1	5	1	-1	-4	-3	3	-10
45	FC(F)Oc1ccccc1NC(=S)NCc1ccco1	1	/	0	/	7	7	3
46	CC(=O)NC[C@@H]1[C@H](c2ccc(-c3cccc(F)c3)cc2)[C@@H](CO)N1C(C)=O	4	/	2	/	-12[16.7 µM]	-8	-7
47	O=C(c1cc2ccccc2o1)N1CCOCC1	9	-2	1	12	/	-2	-2
48	CC(C)CNS(=O)(=O)c1ccc(CCC(=O)Nc2ccc3c(c2)OCO3)cc1	3	/	0	/	9	18	-3
49	CCCCOc1ccc(NC(=O)[C@@H]2CCCN2C(=O)C2CCN(S(=O)(=O)c3ccc(C)cc3)CC2)cc1	/	2	/	-2	/	/	-7
50	COC(=O)C1=C(C)NC(=O)/C1=C/c1ccc(CNS(=O)(=O)c2ccc(C)cc2)o1	-4	-1	/	0	15	4	1

(next part)
entry	compound	esBAF inh	SIRT5 block	Cneo AK release	ERp5 block	miR-122 sensor	C2C12 statin	ARNT TACC3 PPI
51	Cc1ccc2c(c1)C1CN(C)CCC1N2C(=S)NC(=O)c1ccc(Cl)cc1Cl (stereo not drawn)	/	-1	/	1	/	/	6
52	Cc1ccnc2nc(C(=O)NC3CCCc4ccccc43)nn12 (stereo not drawn)	/	-6	/	4	/	/	-17
53	CN(C(=O)C12CC3CC(CC(C3)C1)C2)C1(C)CCS(=O)(=O)C1 (stereo not drawn)	1	/	3	/	-6	-8	-4
54	COc1cc(/C=C2\C(=N)N3N=C(S(C)(=O)=O)SC3=NC2=O)ccc1OCCOc1ccc(C)cc1	6	8	3	-2	3	26	-4
55	COCC#Cc1ccc2c(c1)O[C@@H](CN(C)C(=O)NC(C)C)[C@@H](C)CN([C@@H](C)CO)S2(=O)=O	4	0	2	1	-2[16.7 µM]	-2	-10
56	COC(=O)[C@@H]1[C@@H](CO)[C@@H]2Cn3c(ccc(-c4ccccc4F)c3=O)[C@@H]2N1Cc1ccccc1	-7	4	-1	-7	-6[16.7 µM]	-4	26
57	CC(C)=CCN1CCN(Cc2cccc3nonc23)CC1CCO (stereo not drawn)	/	4	/	2	3	/	/
58	Cc1ccc(S(=O)(=O)N[C@H]2CC[C@H](CCNC(=O)C3CCC3)O[C@@H]2CO)cc1	-1	0	-2	-6	/	7	-10
59	CSc1ccccc1OCc1cc(C(=O)N(C)Cc2cnccn2)no1	?	0	-2	-6	-4	6	-3
60	O=C(Cn1cnc2c(nnn2Cc2ccccc2F)c1=O)NCc1ccco1	0	/	-2	/	-4	1	0
61	COc1ccc(NC(=O)C2CCCN2S(=O)(=O)c2ccc(Cl)cc2)cc1 (stereo not drawn)	-4	2	2	0	0	1	-8
62	CN1CCN(C(=O)CCc2ccc(S(=O)(=O)NC3CCCCC3)cc2)CC1	1	-1	/	-2	9	-2	24
63	Cc1cc(NC(=O)Cn2nnc(-c3ccccc3NC(=O)c3ccccc3F)n2)no1	-5	-2	2	-3	-4	-4	-7
64	CCOC(=O)N1CCC(=NNC(=O)NC2CCCCC2)CC1	14	-5	0	-1	-3	1	-4
65	CCN(CC(=O)Nc1ccc2c(c1)OCCO2)C(=O)c1ccc(C(F)(F)F)cc1	/	9	0	2	6	4	1
66	O=C(C[C@H]1C=C[C@H](NC(=O)Nc2ccccc2F)[C@H](CO)O1)NCc1ccc(Cl)cc1	5	/	-1	-5	/	-45	/
67	CCOC(=O)C(=O)Nc1nnc(CCc2ccccc2)s1	-10	/	-1	/	-6	/	-2
68	CCCCNc1ncnc2c1cnn2-c1ccccc1	32	/	-17	/	24	-95	-2
69	C[C@H](CO)N1C[C@H](C)[C@@H](CN(C)C(=O)Nc2ccccc2)Oc2cc(-c3cccc(C(=O)N(C)C)c3)ccc2S1(=O)=O	-1	0	2	-8	-11[16.7 µM]	-10	-7
70	C=CCN1C(=O)CN=C1Nc1ccc(F)cc1	-5	-2	-2	0	-6	-8	-8

Arranged by molar mass (rising): some entries from above
entry	compound	esBAF inh	SIRT5 block	Cneo AK release	ERp5 block	miR-122 sensor	C2C12 statin	ARNT TACC3 PPI
45	FC(F)Oc1ccccc1NC(=S)NCc1ccco1	1	/	0	/	7	7	3
52	Cc1ccnc2nc(C(=O)NC3CCCc4ccccc43)nn12 (stereo not drawn)	/	-6	/	4	/	/	-17
23	COC(=O)Cn1c(CN(C)Cc2ccccc2)nc2c1c(=O)n(C)c(=O)n2C	-2	-4	-3	1	/	-1	-11

Remaining list, next part.
entry	compound	esBAF inh	SIRT5 block	Cneo AK release	ERp5 block	miR-122 sensor	C2C12 statin	ARNT TACC3 PPI
71	CCOC(=O)C1=C(C)NC(=O)NC1c1ccoc1 (stereo not drawn)	-7	/	-1	/	-5	/	/
72	COc1ccc(Cc2nnc(NC(C)=O)s2)cc1	/	-7	/	-8	/	/	7
73	C[C@@H]1CN([C@@H](C)CO)C(=O)c2cc(NC(=O)Cc3ccccc3)ccc2O[C@@H](C)CCCCO[C@@H]1CN(C)C(=O)c1ccccc1	-1	1	-3	-6	-2[16.7 µM]	/	0
74	CN1CCC(OC(c2ccccc2)c2ccc(Cl)cc2)C1 (stereo not drawn)	-8	/	1	-12	-11	-12	0
75	O=C(C[C@H]1C[C@@H]2c3cc(NC(=O)c4ccc5c(c4)OCO5)ccc3O[C@@H]2[C@H](CO)O1)NCc1cc(F)ccc1F	-2	-1&4	1	-2&11	-3	2	/
